# CendR NRP1 mod: NRP-1/CendR interaction modulation | FAM-RPARPAR peptide binding to NRP-1, fluorescence polarization | O14786 | inhibition, % at 25 µM | actives 0.85% (n = 360,000) | AID 602438;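 active = inhibition or corrected inhibition above about 18%, plus a signal ratio from 0.5 to 1.5, limit read from the data, passing the limit was not always enough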; also: strong numbers were not always called active
# Target sequence (O14786 whole entry, looked up): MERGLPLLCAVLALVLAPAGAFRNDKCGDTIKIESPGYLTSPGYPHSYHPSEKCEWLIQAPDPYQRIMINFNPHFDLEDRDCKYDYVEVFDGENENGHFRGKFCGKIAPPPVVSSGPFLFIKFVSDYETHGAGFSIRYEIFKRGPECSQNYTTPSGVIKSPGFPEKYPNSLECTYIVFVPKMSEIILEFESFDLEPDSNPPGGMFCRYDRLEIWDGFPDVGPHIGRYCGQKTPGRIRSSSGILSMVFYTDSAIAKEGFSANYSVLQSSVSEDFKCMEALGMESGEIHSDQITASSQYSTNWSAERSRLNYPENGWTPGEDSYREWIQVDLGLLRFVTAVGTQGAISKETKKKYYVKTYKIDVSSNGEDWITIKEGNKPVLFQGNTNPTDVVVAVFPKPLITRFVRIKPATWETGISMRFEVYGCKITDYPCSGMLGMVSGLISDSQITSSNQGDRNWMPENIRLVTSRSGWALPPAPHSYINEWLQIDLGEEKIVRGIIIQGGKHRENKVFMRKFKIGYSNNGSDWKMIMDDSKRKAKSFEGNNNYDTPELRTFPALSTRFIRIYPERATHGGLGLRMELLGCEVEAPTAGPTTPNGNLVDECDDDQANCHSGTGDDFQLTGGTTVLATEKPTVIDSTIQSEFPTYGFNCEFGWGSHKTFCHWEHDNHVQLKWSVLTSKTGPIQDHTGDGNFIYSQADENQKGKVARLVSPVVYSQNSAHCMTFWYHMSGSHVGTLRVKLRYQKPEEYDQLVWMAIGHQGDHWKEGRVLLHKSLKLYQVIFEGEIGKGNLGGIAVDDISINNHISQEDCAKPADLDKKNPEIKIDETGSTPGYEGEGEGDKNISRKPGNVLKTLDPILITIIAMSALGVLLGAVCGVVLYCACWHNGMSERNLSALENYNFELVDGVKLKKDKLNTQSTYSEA
# STEP inh: inhibitors of human striatal-enriched phosphatase STEP; P54829; inhibition, % at 20 µM; AID 588621; actives 0.25% (n = 360,000); recombinant STEP, OMFP fluorogenic substrate, fluorescence;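 active = inhibition at 20 µM, scaled per plate between control wells, above about 37%, limit read from the data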;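 also: 0% = DMSO with enzyme and substrate and 100% = substrate only without enzyme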
#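 System: isolated STEP enzyme; schedule: 20 min enzyme reaction at room temperature, protected from light; medium: Bis-Tris buffer pH 6.0, 2.5 mM DTT, 0.005% Tween 20; signal: fluorescence, 480/540 nm; dosing: single compound dose of 20 µM, 1% DMSO final; also added: OMFP substrate, 25 µM final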
# Scp1 inh: inhibitors of human Scp-1 phosphatase; Q9GZU7; Recombinant Scp1, phosphopeptide, malachite green phosphate absorbance; inhibition, % at 20 µM; actives 0.88% (n = 340,000);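 active = inhibition above about 50% at 20 µM, limit read from the data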;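 also: plate controls were DMSO wells with enzyme for no effect and wells lacking enzyme for full effect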
# Target sequence (Q9GZU7 76-261 limits assumed): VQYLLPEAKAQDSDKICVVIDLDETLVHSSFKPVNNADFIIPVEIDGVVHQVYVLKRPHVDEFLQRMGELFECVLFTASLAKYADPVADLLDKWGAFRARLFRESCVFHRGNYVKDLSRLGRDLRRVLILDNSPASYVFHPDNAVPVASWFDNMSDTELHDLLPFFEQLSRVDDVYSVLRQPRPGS
#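 Test system: SCP-1 catalytic domain; Buffer or medium: Acidic Tris acetate buffer with magnesium and detergent; Also added: Phosphorylated 17-residue peptide substrate; Compound: single 20 µM dose, 1% DMSO; Schedule: enzyme reaction 45 min at room temperature, colour 5 min, stabilisation 30 min; Signal: Phosphate-binding colour reagent, absorbance read at 630 nm.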
# Tb MetRS inh: blocks T. brucei methionyl-tRNA synthetase activity; actives 0.4% (n = 360,000); inhibition, % at 11.9 µM; purified T. brucei MetRS, ATP depletion, Kinase-Glo luminescence;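 active = inhibition above a per-plate cutoff of the control wells' mean inhibition plus 3 SD, cut at about 5.5% in these data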;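 also: 0% = DMSO wells median and 100% = median of wells with control inhibitor compound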
#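 Test system: purified T. brucei MetRS enzyme. Also added: ATP, methionine and E. coli bulk tRNA substrates. Compound: 11.9 µM single point. Schedule: 15 min enzyme-compound preincubation, 2 h reaction, 10 min detection, 25 °C. Signal: luciferase luminescence of residual ATP, Kinase-Glo. Evaluation: percent inhibition versus plate control medians. Controls: DMSO wells, low control.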
# SUMO1 PPI mod: modulators of human SUMO1-mediated protein-protein interactions | AID 602429 | actives 0.33% (n = 360,000) | P63165 | SUMO1 binding to a labelled peptide, TR-FRET, 1 h | inhibition, % at 20 µM; in the data active = inhibition above about 37%
# DNMT1 inh: blocks human DNA methyltransferase DNMT1 | AID 588458 | P26358 | DNMT1 molecular beacon, Hinp1I cleavage, fluorescence | actives 0.83% (n = 360,000) | inhibition (reported as % activation of signal), % at 10 µM; in the data active = inhibition above about 50%
# MsrA inhibitor: bovine MsrA inhibition; actives 0.75% (n = 360,000); AID 651718; purified bovine MsrA, absorbance read-out; inhibition, % at 15.5 µM; in the data active = inhibition above about 4.5%;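 also: 0% = vehicle wells with enzyme and 100% = reference inhibitor wells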
# LMPTP inh: LMPTP (human) inhibition; AID 651560; inhibition, % at 20 µM; P24666; recombinant LMPTP-A, OMFP fluorogenic substrate, fluorescence intensity; actives 0.22% (n = 360,000);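 active = compounds that cut the enzyme signal by at least half of the control window in the single-dose screen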;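 also: plate controls were DMSO wells with enzyme plus substrate for no effect and substrate without enzyme for full effect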
#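 Test system: LMPTP-A phosphatase enzyme; input: 0.625 nM LMPTP-A final; reagent: OMFP substrate, 400 µM final; compound dosing: 20 µM single dose, 3% DMSO; incubation: 50 min dark incubation at room temperature; measured by: endpoint fluorescence intensity from OMFP dephosphorylation; measure: % inhibition relative to no-enzyme and uninhibited control wells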
# bovine MsrA act: activators of bovine methionine sulfoxide reductase A; activation, % at 10.6 µM; purified bovine MsrA, absorbance read-out; actives 0.3% (n = 360,000); in the data active = activation above about 7.5%;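 also: 0% = vehicle and 100% = reference activator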
# E coli Lon inh: inhibitors of E. coli Lon protease. actives 0.42% (n = 360,000). AID 602123. P0A9M0. inhibition, % at 7.94 µM. purified E. coli Lon protease, fluorescence polarization; in the data active = inhibition above about 13%, passing the limit was not always enough;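 also: 0% = enzyme with probe and DMSO and 100% = no enzyme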
# * marks the source's active call; other numbers are inactive results; . = not tested or not shown.
SMILES,CendR NRP1 mod,STEP inh,Scp1 inh,Tb MetRS inh,SUMO1 PPI mod,DNMT1 inh,MsrA inhibitor,LMPTP inh,bovine MsrA act,E coli Lon inh
Cc1ccc(S(=O)(=O)NC(CC(=O)O)c2ccc(F)cc2)cc1 (centres undefined),7,-3,-7,-0.6,4,-1,-1.4,-1.9,-5,-13
CCCOC(=O)c1ccc(Oc2cn[nH]c2-c2ccc(O)cc2O)cc1,-6,-2,-5,-1.7,-2,-6,2.7,3.6,-10,-1
O=C(CSc1n[nH]c(=O)n1Cc1ccccc1)Nc1ccc(F)c(F)c1F,8,0,-3,-0.5,-2,0,-1.9,-1.1,-1,3
Cc1ccc(NC(=O)COC(=O)Cc2cccs2)cc1S(=O)(=O)N1CCOCC1,5,2,-2,-0.2,-5,-1,0.4,-0.8,-2,-9
COc1ccc(C(=O)OCn2nnc3ccccc3c2=O)cc1[N+](=O)[O-],12,0,-7,-0.5,-17,-2,1.5,-0.1,2,4
FC(F)c1nc2nc(Cl)c(Cl)nc2[nH]1,-11,1,.,-0.1,5,4,3.8,-0.7,-4,3
COc1ccc2[nH]c3nc(SC(C)C)nnc3c2c1,2,2,3,0.0,-4,1,-0.6,-0.7,0,3
O=C(CN1CCN(c2ccc(C(F)(F)F)cn2)CC1)Nc1ccc2c(c1)OCO2,10,0,-7,0.0,-1,0,-0.2,1.2,-3,2
CCc1ccc(OCC(=O)N/N=C(\C)c2ccccc2OC(F)F)cc1,5,0,-2,-0.4,1,15,-0.4,2.2,4,-1
C=CCNC(=O)NC(=O)COC(=O)CNS(=O)(=O)c1ccc(F)c(F)c1F,-6,-1,-2,-0.9,3,0,-0.6,-0.5,-8,10
COC(=O)CNC(=O)c1cc(-c2ccncc2)nc2ccccc12,11,-3,8,-0.4,-13,-1,0.2,-1.5,-3,1
COc1ccc(CCNC(=O)NC2CCCCC2)cc1,5,1,-4,-0.9,4,5,-1.1,0.7,-1,0
COc1ccc(C/C(C)=N/NC(=S)Nc2ccc(C)c(C)c2)cc1,13,1,-5,-0.7,-3,-2,-0.2,-2.0,-2,-5
CSc1ccc(CCNC(=O)CSc2ccsc2[N+](=O)[O-])cc1,-18,3,51*,-2.3,-11,-1,-0.1,3.8,-9,0
O=C1NCC(=O)N2C(c3ccccc3)c3[nH]c4ccccc4c3C[C@@H]12 (some centres undefined),6,2,0,0.3,1,-1,0.8,-0.7,-1,0
Cc1ccc(S(=O)(=O)N(CC2CO2)c2cccc([N+](=O)[O-])c2)cc1 (centres undefined),2,-2,-3,-0.6,-17,-1,-1.3,-0.9,-3,-15
CC(=O)N/C(=C\c1ccc(F)cc1)C(=O)OC(C)C,6,-1,-7,-0.1,-1,4,0.3,-1.6,-5,11
O=C(/C=C1\NC2(CCCC2)Cc2ccccc21)C(=O)N/N=C/c1ccccc1O,-9,5,-1,-1.6,-5,-5,2.4,4.4,-3,-87
CCCc1ccc(OCC(O)CN2CCN(C(=O)OCC)CC2)cc1 (centres undefined),-13,-1,-13,-0.2,-3,2,0.4,-2.8,6,1
O=C(Nc1ccc(S(=O)(=O)N2CCCC2)cc1)c1cncc(Br)c1,1,1,-4,-0.4,4,-1,0.8,-1.9,-4,4
CCc1ccccc1Oc1nc(NC(C)C)nc2ccsc12,1,-2,.,-0.2,-1,20,-0.2,1.6,-4,-2
Cc1cnc(SCc2cnc(C)nc2N)nc1,-8,-2,-15,-0.5,-4,0,-0.1,3.4,-5,-6
CCN(Cc1ccncc1)Cc1nc(CC2CC2)no1,-9,1,4,0.6,4,1,-0.4,-0.8,-1,2
CCOC(=O)CN1N=C(/C=C/c2ccc(C(C)C)cc2)CCC1=O,3,3,-6,0.4,-13,2,0.9,1.5,-2,-8
Fc1ccc(COc2cccc(-c3n[nH]c(=S)o3)c2)cc1,-14,6,-5,-0.2,6,-1,0.9,0.1,-4,-6
# Next section
SMILES,CendR NRP1 mod,STEP inh,Scp1 inh,Tb MetRS inh,SUMO1 PPI mod,DNMT1 inh,MsrA inhibitor,LMPTP inh,bovine MsrA act,E coli Lon inh
CC(C)C(=O)Nc1cc(-c2nc3ncccc3o2)ccc1Cl,8,-1,-5,-1.6,5,0,-0.9,-1.0,2,0
O=C(Nc1ccc(Cl)cc1)Nc1ccc(-c2cnco2)cc1,0,-1,-16,-0.3,6,3,-0.1,-1.0,-2,-8
COc1ccc(C(=O)Nn2c(SCC(=O)NCc3ccccc3)nc3ccccc3c2=O)cc1,-5,0,-2,-0.7,14,-3,1.2,0.0,-1,4
CCOc1ccc(OCC)c(S(=O)(=O)NCCCN2CCOCC2)c1,-26,6,9,0.8,-2,-10,-0.2,-1.4,1,2
Cn1ncc2c(Nc3ccc(Br)cc3)nc(Nc3ccc(Br)cc3)nc21,-10,-1,-2,-0.7,3,-15,0.9,5.7,-3,0
CCOc1ccc(Nc2ccnc3cc(Cl)ccc23)cc1,-8,-1,-7,4.4,-19,7,0.5,9.4,-10,0
CCOCCCNC(=O)c1cc(Sc2ccc(C)cc2)nc2ccccc12,7,-2,-1,-0.4,4,-2,1.3,-0.8,-7,-1
S=C(NCc1ccccc1)Nc1ccncc1,-5,5,-4,-0.5,2,2,0.6,-0.2,-7,7
Cc1cc2c(ncn2Cc2ccccc2)c(NS(C)(=O)=O)c1C,-5,-2,-2,-0.8,1,-1,-0.9,0.0,-6,-1
CCOc1ncccc1C(=O)NNC(=O)c1cccc(S(=O)(=O)Nc2ccccc2OC)c1,14,2,-9,-0.4,9,-3,1.6,-0.5,-1,-2
CCN(CC)CCNC(=O)c1cc2c(=O)n(C)c3ccccc3c2s1,18,0,1,-1.1,-10,11,0.9,1.8,-4,-1
COc1ccsc1C(=O)N1CCN(Cc2ccc3c(c2)OCO3)CC1,4,2,4,-1.0,-5,3,0.2,-1.0,-11,-1
Brc1ccccc1/C=N/Nc1ccccn1,1,-2,3,-1.1,1,4,1.9,-1.1,-16,13
CCCCC[C@H]1CCCCC[C@@H](O)C[C@H](O)[C@H](O)/C=C/C(=O)O1,-18,.,.,-0.5,4,.,1.6,-1.8,-1,-5
Cn1c(NCc2ccc3occc3c2)nc2cc(-c3cccc(C(F)(F)F)c3)sc2c1=O,6,1,.,-0.2,-5,-16,-1.6,3.6,-2,-5
COc1cc2[nH]c(=O)c(C(=O)NCc3ccc(F)cc3)c(O)c2cc1OC,8,0,-5,-0.4,-13,18,0.5,-1.3,-2,3
CCCCCCC[C@@H](C/C=C/CCC(=O)N(C)C/C(=C/Cl)C/C(=C\C(=O)N1C[C@H](O)CC1=O)OC)OC,6,1,-17,-1.9,0,-5,0.6,3.9,2,7
CCN(CC(=O)Nc1c(F)cccc1F)C(=O)CNC(=O)c1ccc(C)s1,2,1,-3,-0.1,-2,2,-1.3,-4.5,-2,-17
O=C1CC(c2ccco2)c2ccc3ccccc3c2N1 (centres undefined),-10,10,-8,-0.9,-15,1,1.2,0.1,-5,-14
O=C(Nc1ccc(Cl)cc1C(=O)NCCN1CCOCC1)c1ccco1,-1,1,-6,-1.4,0,3,-0.2,-1.3,-7,-5
C[C@@H]1CN([C@@H](C)CO)C(=O)c2cccc(NS(C)(=O)=O)c2O[C@H]1CN(C)C(=O)Nc1ccc(F)cc1,-5,-1,4,-1.0,2,2,-0.9,-1.8,0,3
CCn1nccc1C(=O)Nc1ccc(Cl)cc1Cl,1,-3,-1,-0.3,4,10,-0.9,-0.7,-16,0
CC(=O)OC1CCC2(C)C(COc3ccc4ccc(=O)oc4c3)C(C)(O)CCC2C1(C)C (centres undefined),-3,0,-18,-0.6,-3,-9,1.3,0.1,1,15
CC(C)c1ccc(NC(=S)Nc2ccc3cn[nH]c3c2)cc1,-2,2,-1,1.2,0,-3,0.0,-0.6,-1,-2
CCOC(=O)c1cccc(NC(=O)C(NS(=O)(=O)c2ccc3c(c2)CCN3C(C)=O)C(C)C)c1 (centres undefined),10,-1,0,-0.5,0,-2,1.9,-1.8,-5,-5
# (more compounds)
SMILES,CendR NRP1 mod,STEP inh,Scp1 inh,Tb MetRS inh,SUMO1 PPI mod,DNMT1 inh,MsrA inhibitor,LMPTP inh,bovine MsrA act,E coli Lon inh
COc1ccc(CN(C)C(=O)c2ccncc2)c(OC)c1,0,0,-10,-0.1,2,2,-0.9,0.2,-1,8
CC(=O)c1ccc(NC(=O)Nc2ccncc2)cc1,16,2,-1,-0.6,3,2,1.1,8.4,-4,-6
O=C(NN1C(=O)C2C3C=CC(C4CC34)C2C1=O)c1ccc(Br)cc1 (centres undefined),-5,11,-3,-0.1,4,-1,-0.1,-1.0,-4,3
COC(=O)c1cccc(NC(=O)/C(=C\c2ccco2)NC(=O)c2ccco2)c1,-38,6,.,-0.1,0,-5,2.2,0.4,-1,-45
Cc1ccc(Cn2c(CCNc3nc(-c4ccc(C)cc4)cs3)nc3cc(C(=O)NCCCO)ccc32)cc1,10,-1,-3,-0.3,52*,-78,-0.6,2.0,3,-12
CCc1nc2c(OCc3ccc(C(F)(F)F)cc3)cccn2c1N(C)C(=O)c1ccncc1,-8,3,.,-0.4,-1,1,-1.2,-0.3,-5,0
Nc1ccc(C(=O)N2CCN(S(=O)(=O)c3ccc4c(c3)OCCO4)CC2)cc1[N+](=O)[O-],10,-5,0,-0.1,-12,-1,0.8,0.7,-7,10
C=CCOC(=O)/C(=C/c1cccc2ccccc12)NC(=O)c1ccccc1,3,2,-14,0.4,-15,2,1.9,0.7,-2,6
CC(Sc1ncccn1)C(=O)NNC(=O)c1cccc(Cl)c1 (centres undefined),2,-5,-2,-0.1,-1,2,-1.4,-0.3,-9,1
Cc1cc(C)cc(NC(=O)CN2CCC(NC(=O)c3ccccc3F)CC2)c1,-1,-5,-4,-1.6,-12,1,-0.4,-3.2,-3,3
CN(C)C(CNC(=O)c1ccccc1C(F)(F)F)c1ccco1 (centres undefined),-9,-2,6,-1.8,-1,-4,0.7,1.4,-13,5
CCOC(=O)CCCNC(=O)CSc1nnc(-c2ccccc2)c(-c2ccccc2)n1,4,-2,-5,-0.1,-23,-2,-0.7,0.5,3,-2

# One compound at a time (already shown).
# Cc1cc(C)cc(NC(=O)CN2CCC(NC(=O)c3ccccc3F)CC2)c1 is listed with CendR NRP1 mod = -1; STEP inh = -5; Scp1 inh = -4; Tb MetRS inh = -1.6; SUMO1 PPI mod = -12; DNMT1 inh = 1; MsrA inhibitor = -0.4; LMPTP inh = -3.2; bovine MsrA act = -3; E coli Lon inh = 3
# Cc1ccc(Cn2c(CCNc3nc(-c4ccc(C)cc4)cs3)nc3cc(C(=O)NCCCO)ccc32)cc1 is listed with CendR NRP1 mod = 10; STEP inh = -1; Scp1 inh = -3; Tb MetRS inh = -0.3; SUMO1 PPI mod = 52*; DNMT1 inh = -78; MsrA inhibitor = -0.6; LMPTP inh = 2.0; bovine MsrA act = 3; E coli Lon inh = -12
